# Source: PubChem
# KCNQ1 pot: potentiates or activates the human KCNQ1 potassium channel. B-score at 10 µM. CHO-K1 KCNQ1, thallium flux FluxOR fluorescence; hits give high values. P51787. AID 2648. actives 0.35% (n = 310,000);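 active means fluorescence ratio B-score, a plate-corrected score, at least three library SD, with initial intensity B-score within 5 SD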
# Target sequence (P51787 whole entry, looked up): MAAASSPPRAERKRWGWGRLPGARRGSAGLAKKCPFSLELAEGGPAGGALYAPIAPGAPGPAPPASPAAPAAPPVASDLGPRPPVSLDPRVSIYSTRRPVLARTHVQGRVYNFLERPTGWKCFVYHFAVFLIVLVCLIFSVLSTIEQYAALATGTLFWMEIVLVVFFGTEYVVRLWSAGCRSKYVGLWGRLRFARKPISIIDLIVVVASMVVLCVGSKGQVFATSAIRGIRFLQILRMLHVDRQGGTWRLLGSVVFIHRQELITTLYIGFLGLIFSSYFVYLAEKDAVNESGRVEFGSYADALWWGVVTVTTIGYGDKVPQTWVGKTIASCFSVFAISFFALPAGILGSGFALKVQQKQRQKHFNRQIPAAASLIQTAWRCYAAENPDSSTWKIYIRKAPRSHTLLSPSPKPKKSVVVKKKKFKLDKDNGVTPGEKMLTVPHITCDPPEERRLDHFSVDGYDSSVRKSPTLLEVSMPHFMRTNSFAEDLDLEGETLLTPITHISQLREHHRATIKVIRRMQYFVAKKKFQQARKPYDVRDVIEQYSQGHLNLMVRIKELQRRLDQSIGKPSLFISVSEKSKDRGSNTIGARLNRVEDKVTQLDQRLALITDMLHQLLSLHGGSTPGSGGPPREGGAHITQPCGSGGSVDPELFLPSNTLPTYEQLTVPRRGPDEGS
#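 Assay system: CHO-K1 cells stably expressing KCNQ1; Medium: assay buffer with matched DMSO; Also added: K+/Tl+ depolarizing stimulus; Dosing: single dose; Timing: dye 90 min, compound 20 min, room temperature; Measured by: kinetic FluxOR thallium fluorescence, 10-s 1-Hz baseline, 110-s post-stimulus read; Read-out: peak-minus-minimum fluorescence over initial fluorescence, negative-control normalized, B-scored.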
# TMEM16A inh: blocks the mouse calcium-activated chloride channel TMEM16A; Q8BHY3; HEK293 TMEM16A/YFP iodide influx fluorescence, ionomycin; normalized B-score (activity score, 25-100; higher = stronger inhibition) at 10 µM; actives 1.2% (n = 310,000);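 active means ratio plate-corrected score three or more library SD toward inhibition, starting fluorescence score within five deviations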;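 further: score derived from kinetic fluorescence span divided by baseline fluorescence per well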
# KCNK3 inh: human KCNK3 channel inhibition, primary screen. actives 0.84% (n = 340,000). B-score at 10 µM. AID 602410. CHO-KCNK3 thallium flux, FluxOR fluorescence; hits give low values. O14649;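 active means B-score under library mean minus 4 SD, starting fluorescence ratio at most library mean plus 5 SD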;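 further: more negative B-score means stronger inhibition of thallium flux through KCNK3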
# KCNQ1 block: blocks the human KCNQ1 potassium channel | CHO-K1 KCNQ1, FluxOR thallium flux fluorescence; hits give high values | B-score at 10 µM | P51787 | actives 1.3% (n = 310,000);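 active means compounds whose thallium flux B-score, printed positive for inhibition, exceeds three library SD while starting fluorescence stays within three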;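 further: channel opened by potassium depolarization with thallium stimulus after 20 min compound exposure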
# ANO1 activ: activates or potentiates the mouse TMEM16A chloride channel; AID 623877; actives 0.3% (n = 340,000); HEK293 TMEM16A/YFP-H148Q/I152L, iodide quench fluorescence; hits give low values; B-score at 10 µM;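 active means fluorescence-ratio B-score plate-corrected deviation score at least 3 library SD below zero, with starting fluorescence score within 5 deviations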;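 further: channel opened by trigger with iodide after compound preincubation; score built on the fluorescence ratio of max minus min over baseline; more negative score means more quench and so TMEM16A activation or potentiation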
# SKKanGAS inh: SKKanGAS growth inhibition; actives 1.3% (n = 300,000); inhibition, % at 7.5 µM; S. pyogenes SKKanGAS, kanamycin growth, BacTiter-Glo, 6 h;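 active means mean replicate score, as percent of positive control median, at least 50; inconclusive means mean below 50 but one replicate at or above 50; inactive means mean and every replicate below 50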;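 further: strain carries kanamycin resistance gene driven by streptokinase promoter and grows in 40 µg/ml kanamycin; loss of luminescence reflects streptokinase promoter inhibition or plain growth inhibition; 0% = median of DMSO wells and 100% = positive control at its reference dose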
# HDAC3 inh: blocks human histone deacetylase 3 | O15379 | recombinant HDAC3, fluorogenic peptide/trypsin coupled, fluorescence | inhibition, % at 8.3 µM | actives 0.15% (n = 320,000); in the data active means inhibition above about 26%, passing the limit was not always enough; inconclusive means no clear call, values can overlap the other calls
# Target sequence (O15379 whole entry, looked up): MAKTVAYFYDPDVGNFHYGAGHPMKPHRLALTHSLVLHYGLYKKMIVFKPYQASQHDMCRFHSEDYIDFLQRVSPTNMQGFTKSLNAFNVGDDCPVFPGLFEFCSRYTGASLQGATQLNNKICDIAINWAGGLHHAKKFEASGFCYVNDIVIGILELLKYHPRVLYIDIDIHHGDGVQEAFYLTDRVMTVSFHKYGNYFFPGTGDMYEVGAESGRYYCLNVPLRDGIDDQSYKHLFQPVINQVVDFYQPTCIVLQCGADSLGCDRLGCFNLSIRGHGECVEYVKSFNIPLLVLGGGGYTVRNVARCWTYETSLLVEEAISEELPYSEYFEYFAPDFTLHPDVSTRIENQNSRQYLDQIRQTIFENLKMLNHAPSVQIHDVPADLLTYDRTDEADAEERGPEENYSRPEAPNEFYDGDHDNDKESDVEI
# RGS4 act: potentiators or activators of RGS4. actives 0.92% (n = 310,000). HEK293 M3R/inducible RGS4, carbachol calcium flux Fluo4; hits give low values. B-score at 10 µM;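 active means B-score of the integrated calcium signal more than 4 SD below the library mean, with starting fluorescence not abnormally high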;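 further: negative B-score means reduced calcium response which marks RGS4 activation or potentiation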
#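 test system = HEK293 cells with stable M3R and inducible RGS4 | schedule = recording 10 s baseline at 1 Hz, 100 s post-agonist | technique = Fluo4-AM (2 µM) calcium-flux fluorescence, kinetic read | measure = Agonist-evoked peak-minus-minimum fluorescence over baseline, integrated ratio, B score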
# RGS4 inh: human RGS4 inhibition; P49798; HEK293 M3R/RGS4 inducible, Fluo-4 calcium flux; hits give high values; triggered by carbachol at its EC20; B-score at 10 µM; AID 463165; actives 0.45% (n = 310,000);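 active means B-score, a plate-corrected calcium signal, over three deviations above library mean, with baseline fluorescence within five deviations of library mean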;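 further: RGS4 expression induced by doxycycline in cells with stable M3 receptor; B-score is computed from the integrated fluorescence ratio over baseline after carbachol; higher B-score means a larger calcium signal and so more RGS4 inhibition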
# KCNK9 inh: blocks the human KCNK9 two-pore domain potassium channel; HEK293 KCNK9, FluxOR thallium flux fluorescence; hits give low values; B-score at 10 µM; actives 1.2% (n = 310,000); AID 488922;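 active means ratio B-score over 3 SD below the library mean, with starting fluorescence within 5 SD of its mean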;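 further: negative B-score means less thallium flux so channel inhibition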
# hERG rescue: hERG (human) protection from proarrhythmic block; CHO-hERG, FluxOR thallium flux, dofetilide IC70 present; Q12809; actives 0.51% (n = 310,000); activation (rescue from dofetilide block), less the hit threshold, % at 10 µM;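 active means activation above the mean of controls blocked by dofetilide plus 5 SD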;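 further: thallium influx through hERG after potassium depolarization seen as dye fluorescence rise; in these data hits start at about 4.7%; inactives centre near -7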
# Starred values were filed as active, the others as inactive; i = inactive; ? = inconclusive; . = not tested or not shown.
SMILES,KCNQ1 pot,TMEM16A inh,KCNK3 inh,KCNQ1 block,ANO1 activ,SKKanGAS inh,HDAC3 inh,RGS4 act,RGS4 inh,KCNK9 inh,hERG rescue
CC1(C)CC(=O)C2=C(C1)Oc1ncn(Cc3ccco3)c(=N)c1C2c1ccccc1 (stereo not drawn),i,i,i,i,i,1,-2,i,i,i,-11
S=C(NCc1ccco1)Nc1ccccn1,i,i,i,i,i,-3,-3,i,i,i,-3
CCOc1ccc(-n2c(=O)c3sccc3n(CC(=O)NC3CCCCC3)c2=O)cc1,i,i,i,i,i,0,-3,i,i,i,-7
Cc1ccnc(NC(=O)COc2ccc3oc4c(c3c2)CCCC4)c1,i,100*,i,i,i,12,4,i,i,i,-5
COC(=O)c1nn(-c2ccccc2)c2nnc(Cc3ccc(C)cc3)c(=O)n12,i,i,i,i,i,0,-1,i,i,i,-12
CC(C)C(=O)NS(=O)(=O)c1ccc(N)cc1,i,i,i,i,i,-5,-5,i,i,i,-8
Oc1oc(C=Nc2ccc(F)cc2F)c2ccccc12,i,i,i,i,i,-4,2,i,i,i,-10
CCCCN(C(=O)COC(=O)CSc1cc(C)c2ccccc2n1)c1c(N)n(CCC)c(=O)[nH]c1=O,i,i,i,i,i,-7,8,i,i,i,-8
COC(=O)c1ccc(CSc2nc3ccccc3s2)o1,i,i,i,i,i,-5,?,i,i,i,-7
COC(=O)c1ccc(NC(=O)COc2ccccc2OC)cc1,i,i,i,i,i,-9,-2,i,i,i,-7
Cc1occc1C(=O)NNC(=O)c1ccccc1F,i,i,i,i,i,0,0,i,i,i,-7
O=C(Nc1ccc(F)cc1)c1cc(-c2ccccn2)nc2c(Cl)cccc12,i,i,i,i,i,-3,-1,i,i,i,-9
O=C1CCCN1CCCNc1nc2c(S(=O)(=O)c3ccc(Br)cc3)nnn2c2ccccc12,i,i,i,i,i,20,-18,i,i,i,-4
O=C(Nc1nnc(-c2ccccc2)s1)c1cccc(S(=O)(=O)N2CCOCC2)c1,i,i,i,i,i,17,10,i,i,i,-9
CC12CCC(C(=O)NCCCN3CCOCC3)(C(Br)C1=O)C2(C)C (stereo not drawn),i,i,i,i,i,-2,4,i,i,i,-5
COc1ccc(N2CC(C(=O)Nc3c4c(nn3-c3ccc(OC)cc3)CS(=O)(=O)C4)CC2=O)cc1 (stereo not drawn),i,i,i,i,i,3,-2,i,i,i,-9
COC(=O)c1ccc(NC(=S)N2CCN(C(=O)c3ccco3)CC2)cc1,i,i,i,i,i,5,-8,i,i,i,-4
Cc1nc(C)c(-c2ccn(S(=O)(=O)c3ccc(Cl)cc3)n2)o1,i,i,i,i,i,-3,-6,i,i,i,-7
O=C(OCC(=O)c1ccccc1Br)c1ccccn1,i,i,i,i,i,4,-3,i,i,i,-7
N#C/C(=C\c1ccc(Cl)s1)C(=O)N1CCN(c2ccccc2)CC1,i,i,i,i,i,1,1,i,i,i,-2
CCOc1cc(N2CCOCC2)c(OCC)cc1NC(=O)c1ccc(OC(C)C)cc1,i,i,i,i,i,-18,7,i,i,i,-12
Cc1nc(CS(=O)c2ccc(Cl)cc2)cc(N2CCOCC2)n1 (stereo not drawn),i,i,i,i,i,2,-4,i,i,i,-2
C/C(N)=C(/C#N)C(=O)COC(=O)C(c1ccccc1)c1ccccc1,i,i,i,i,i,0,-6,i,i,i,1
COc1ccc(/C=C/C(=O)NCC(=O)N/N=C(/C)c2ccc(Cl)cc2)cc1,i,i,i,i,i,-1,-1,i,i,i,-5
O=S1(=O)CCO[C@H]2Cc3ccccc3[C@H]2N1Cc1cccc(C(F)(F)F)c1,i,i,i,i,i,-4,?,i,i,i,-3
N/C(=N\OC(=O)Cc1ccccc1)c1ccccn1,i,i,i,i,i,0,11,i,i,i,1
CCc1cccc(C)c1NC(=O)CN(C)S(=O)(=O)c1ccc(-c2ccc(=O)[nH]n2)s1,i,i,i,i,i,7,-3,i,i,i,-2
O=C(c1ccccc1)[C@H]1CC=CC[C@H]1C(=O)O,i,i,i,i,i,-1,9,i,i,i,-10
Fc1ccc(NC(=S)Nc2cccnc2)cc1,i,i,i,i,i,5,-3,i,i,i,-23
CC1=NN(c2ccc(Br)cc2)C(=O)/C1=C/c1ccc(-c2ccccc2C(=O)O)o1,i,i,i,i,i,4,5,i,i,i,-4
COc1ccc(S(=O)(=O)NCc2ccccn2)cc1NC(=O)c1ccc(C)cc1,i,i,i,i,i,-5,.,i,i,i,-16
N/C(=N\OC(=O)c1ccc2c(c1)OCO2)c1cccc([N+](=O)[O-])c1,i,i,i,i,i,2,-5,i,i,i,-12
Nn1c(SCC(=O)N2CCCc3ccccc32)nnc1-c1ccccc1,i,i,i,i,i,0,-9,i,i,i,-7
Cc1nc(-c2cc(-c3nc(-c4cc(C(F)(F)F)cc(C(F)(F)F)c4)no3)no2)cs1,i,i,i,i,i,-10,9,i,i,i,-5
CN(C)C(CNC(=O)c1cccc(S(=O)(=O)N2CC3(C)CC2CC(C)(C)C3)c1)c1ccco1 (stereo not drawn),i,i,i,i,i,-10,-2,i,i,i,-12
CCOC(=O)c1sc(=S)n(-c2ccc(Cl)cc2)c1C,i,i,i,i,i,-6,7,i,i,i,-10
Nc1c(S(=O)(=O)c2cc(Cl)ccc2Cl)c2nc3ccccc3nc2n1CCN1CCOCC1,i,i,i,i,i,15,7,i,i,i,-13
CC(C)NC(=O)Cn1cnc2c(cnn2-c2ccc(F)cc2)c1=O,i,i,i,i,i,-13,-7,i,i,i,-9
CCc1ccc(S(=O)(=O)Nc2ccc(O)c3c(=O)cc(-c4ccccc4Cl)oc23)cc1,i,i,i,i,i,40,4,i,i,i,-7
O=c1oc2ccccc2cc1-c1csc(Nc2ccc(O)cc2)n1,i,i,i,i,i,48,-1,i,i,i,-2
C=CCN(C(=O)c1csnn1)C(C(=O)NC1CCCCC1)c1ccc(Cl)cc1 (stereo not drawn),i,i,i,i,i,-2,-4,i,i,i,-8
O=C(O)c1ccc(CSc2nnc(COc3ccc(Cl)cc3Cl)o2)cc1,i,i,i,i,i,-1,6,i,i,i,-6
O=C(NCCCCCNC(=O)c1cccnc1)c1cccnc1,i,i,i,i,i,2,3,i,i,i,-2
COCCN(CCOC)C(=O)c1cc2sc3ccccc3c2s1,i,i,i,i,i,-3,7,i,i,i,-4
COc1cccc(-n2nnc3c(=O)n(CC(=O)N4CCCc5ccccc54)cnc32)c1,i,i,i,i,i,0,-4,i,i,i,-10
COc1cccc(-n2nnc3c(=O)n(CC(=O)Nc4cc(C)on4)cnc32)c1,i,i,i,i,i,5,-8,i,i,i,-22
O=C(c1ccc2c(c1)OCO2)n1nnc2ccccc21,i,.,.,i,.,-1,.,i,i,i,-6
C=CCn1c(SCC(=O)NCCO)nc2sc(C)c(C)c2c1=O,i,i,i,i,i,0,6,i,i,i,-8
C=CCOc1ccccc1CN1CCC(Oc2ccc(C(=O)N3CCCC3)cc2)CC1,i,i,i,i,i,-2,3,i,i,i,-6
O=C(NCc1cccnc1)NC(=O)c1ccc(Cl)cc1,i,i,i,i,i,-5,-4,i,i,i,-11
CCOc1ccccc1NC(=S)NCc1ccccc1,i,i,i,i,i,0,-5,i,i,i,-3
O=C(NC(=O)c1ccc(Cl)cc1)Nc1ccc(-c2cnco2)cc1,i,i,.,i,.,4,0,i,i,i,-11
O=C1C(=O)N(CCCN2CCOCC2)C(c2ccc(F)cc2)/C1=C(/O)c1ccccc1 (stereo not drawn),i,i,i,i,i,-6,.,i,i,i,-3
O=C(NCCCN1CCCCCC1)c1ccc2c(c1)NC(=O)C(N1CCOCC1)S2 (stereo not drawn),i,i,i,i,i,-10,-5,i,i,i,-2
O=C(COC(=O)c1cccc(S(=O)(=O)N2CCOCC2)c1)Nc1ncc(C(F)(F)F)cc1Cl,i,i,i,i,i,8,2,i,i,i,-15
NNC(=O)c1cncn1-c1ccc(F)cc1,i,i,i,i,i,-2,1,i,i,i,-8
CC1=C(c2ccccc2)[N+](=O)C2(CCCCC2)N1[O-],i,i,i,i,i,1,-2,i,i,i,-3
S=c1[nH]c(-c2ccc(Cl)cc2)cs1,17*,i,i,i,i,2,2,i,i,i,87*
CCOc1cc2c(cc1OCC)C(c1ccccc1OC)OC(=O)C2 (stereo not drawn),i,i,i,i,i,-3,1,i,i,i,-8
CCOC(=O)C1=C(C)OC(N)=C(C#N)C1c1cccc(C)c1 (stereo not drawn),i,i,i,i,i,2,6,i,i,i,-22

# (listing goes on)
SMILES,KCNQ1 pot,TMEM16A inh,KCNK3 inh,KCNQ1 block,ANO1 activ,SKKanGAS inh,HDAC3 inh,RGS4 act,RGS4 inh,KCNK9 inh,hERG rescue
CC1=C(C#N)C(=O)NC(C)(C)C1,i,i,i,i,i,-11,1,i,i,i,0
COc1ccc(C(=O)C2CCCN(Cc3ccc(Sc4nncn4C)o3)C2)cc1F (stereo not drawn),i,i,i,i,i,4,5,i,i,i,-11
COc1ccccc1NC(=O)CC1C(=O)NCCN1C(=O)Nc1ccccc1 (stereo not drawn),i,i,i,i,i,-4,-4,i,i,i,-9
Cc1ccc(S(=O)(=O)NC(CC(=O)O)c2cccs2)cc1 (stereo not drawn),i,i,i,i,i,4,-7,i,i,i,-5
Cc1cc(S(=O)(=O)N2CCCOC2CNC(=O)C(=O)NCCc2ccco2)ccc1F (stereo not drawn),i,i,i,i,i,5,-2,i,i,i,-3
Cc1ccc(/C=C/C(=O)Nc2ccc(N(C)C)cc2)o1,i,i,i,i,i,4,8,i,i,i,-10
Fc1ccc(NC(=S)N2N=CCC2c2ccccc2)cc1 (stereo not drawn),i,i,i,i,i,-3,-11,i,i,i,-7
CCn1c(-c2cc(C3CC3)nc3ccccc23)n[nH]c1=S,i,i,i,i,i,1,6,i,i,i,-11
CCCOc1ccc(OCCn2nc(C(=O)O)c3ccccc3c2=O)cc1,i,i,i,i,i,-11,0,i,i,i,-2
CCN1CCN(c2ccc(S(=O)(=O)N3CCCCC3)cc2NC(=O)c2ccccc2)CC1,i,i,i,i,i,-1,1,i,i,i,-9
